# High-throughput results from PubChem BioAssay.
# NR2E3 ag-1: inhibitors of NR2E3-RetCOR corepressor binding, primary screen, NR2E3 agonist project, biochemical, TR-FRET, GST-NR2E3, biotin-RetCOR. 0.12% of 320,000 active. AID 2300, 2010. Photoreceptor-specific nuclear receptor (Homo sapiens), Q9Y5X4. inhibition of corepressor binding, % at 4.78 µM. 1536-well;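 active = percent inhibition above the cutoff of mean plus 3 SD of all tested compounds, set per screening campaign, cut at about 20% in these data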;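 note: 0% = DMSO wells and 100% = biotin wells as full block of FRET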
# Target sequence (Q9Y5X4 whole entry, looked up): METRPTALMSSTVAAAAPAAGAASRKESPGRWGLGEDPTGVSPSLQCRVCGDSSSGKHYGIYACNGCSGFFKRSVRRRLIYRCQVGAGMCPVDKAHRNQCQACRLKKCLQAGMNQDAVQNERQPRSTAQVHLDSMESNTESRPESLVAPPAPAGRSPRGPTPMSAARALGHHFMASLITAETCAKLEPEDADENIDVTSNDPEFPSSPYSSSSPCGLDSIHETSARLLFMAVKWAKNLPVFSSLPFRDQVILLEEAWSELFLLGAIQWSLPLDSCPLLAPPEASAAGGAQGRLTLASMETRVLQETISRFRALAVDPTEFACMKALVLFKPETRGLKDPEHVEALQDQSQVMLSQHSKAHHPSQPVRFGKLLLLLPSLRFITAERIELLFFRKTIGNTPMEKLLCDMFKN
#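 Assay system: NR2E3–RetCOR corepressor complex. Quantity: 1.35 nM GST-NR2E3. Buffer or medium: pH 7.5 Tris-based buffer. Reagent: biotinylated RetCOR corepressor at 7 nM final. Schedule: 5 h at 4 °C. Detection: TR-FRET, emission read at 617 and 671 nm. Replicates: one well per compound, singlicate testing.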
# C8 TRAIL sens: viability loss with TRAIL in NB7+C8 cells, primary screen, TRAIL sensitizer project, cell-based, ATPlite luminescence; 1% of 360,000 active; AID 624354, 2012; inhibition (viability loss, TRAIL sensitization), % at 10 µM;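 active = compounds causing at least 50% loss of cell viability in the single-dose screen, relative to plate controls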
# TRPM1 prom inh: inhibitors of MITF-dependent TRPM1 promoter reporter, primary screen, cell-based, SK-MEL-5, single point, luciferase; SK-MEL-5 TRPM1 promoter luciferase, 24 h; inhibition, % at 12.5 µM; 0.83% of 330,000 active;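 active = mean inhibition across replicates of 60% or more, whatever share of single replicates reaches that level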; note: values of inactives mirror those of a sister screen read the other way
# Shn3 3UTR inh: reduction of Shn3 3'UTR firefly luciferase signal, primary screen, Schnurri-3 inhibitor project, cell-based, Clone20 osteoblasts, set 2 | Clone20 osteoblast Shn3 3'UTR firefly luciferase, 24 h | inhibition, % at 12.5 µM | 0.52% of 360,000 active;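 active = mean inhibition of at least 75% with every replicate also reaching 75%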;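 note: 0% = median of neutral control wells and 100% = pilot-screen positive control compound; some compounds past the cut are filed as inactive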
# TWEAK Fn14 block: inhibitors of TWEAK-Fn14 signaling, primary screen, luciferase reporter cells, uHTS. TWEAK-stimulated Fn14 reporter cells, luciferase luminescence, 8 h. inhibition, % at 10 µM. 2% of 360,000 active. AID 1159606, 2016; in the data active = inhibition above about 50%
# Peg3 prom inh: Peg3 promoter-driven luciferase inhibitors, primary screen, cell-based, HeLa, luciferase luminescence. inhibition, % at 20 µM. HeLa PEG-Prom luciferase reporter, overnight. AID 588405, 2011. 1.7% of 360,000 active;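 active = inhibition of at least 50% at 20 µM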
# KKLEB tox: cytotoxicity in KKLEB CF airway cells, primary screen, cytotoxicity control for CF NF-kB inhibitor project, cell-based, uHTS, fluorescence assay plates. KKLEB CF airway cells viability, ATPlite luminescence, overnight; hits give low values; cells stimulated with P. aeruginosa culture filtrate. 0.36% of 360,000 active. activity change (cytotoxicity), % at 5 µM. AID 602141, 2011;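 active = corrected activity change at or below -50% at 5 µM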
# HIF-2a block: HIF-2a reporter inhibitors, primary screen, luminescence, 786-0 RCC cells; 786-0 RCC cells HIF-2a reporter, luciferase luminescence, overnight; AID 624352, 2012; 0.72% of 360,000 active; inhibition, % at 18.8 µM;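 active = inhibition of the luminescence signal of 40% or more relative to plate controls, in a single-dose primary screen at 18.75 µM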
# TROY signal inh: inhibitors of TROY-driven NF-kB signaling, primary screen, Q293 LMP1-TROYcd cells, NF-kB luciferase, uHTS | 0.98% of 360,000 active | Q293 LMP1-TROYcd NF-kB luciferase reporter, 4 h | AID 1347056, 2019 | inhibition, % at 10 µM;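 active = compounds whose plate-normalised and pattern-corrected inhibition of the luciferase reporter signal at the single screening dose is 50% or more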
# NR2E3 ag-2: NR2E3 agonists in two-hybrid cells, primary screen, cell-based, luminescence, CHO-S, Gal4-NCOR/VP16-NR2E3; Photoreceptor-specific nuclear receptor (Homo sapiens), Q9Y5X4; luciferase; inhibition of corepressor binding, % at 3.98 µM; 0.35% of 360,000 active; AID 602229, 2012;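 active = inhibition above the mean of all tested compounds plus 3 SD, cut at about 70% in these data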;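 note: 0% = DMSO with NR2E3 transfected cells and 100% = cells lacking NR2E3 construct; higher means lower luciferase signal from less NR2E3 corepressor binding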
# CF NFkB block: inhibitors of PAF-induced NF-kB signaling, primary screen, cell-based, GFP fluorescence, uHTS | inhibition, % at 5 µM | KKLEB NF-kB-GFP reporter, GFP fluorescence overnight | 0.86% of 360,000 active | AID 588850, 2011;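 active = at least 50% inhibition at 5 µM, scaled per plate between neutral and stimulator controls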;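 note: PAF is a Pseudomonas aeruginosa culture filtrate used as stimulus; plate controls were PAF-stimulated DMSO wells for no effect and unstimulated DMSO wells for full effect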
# Numbers without * were called inactive; nt = no result given. These rows are one share of the data. The share of hits here may be higher or lower than overall.
# Sample of the layout, 4 compounds:
SMILES,NR2E3 ag-1,C8 TRAIL sens,TRPM1 prom inh,Shn3 3UTR inh,TWEAK Fn14 block,Peg3 prom inh,KKLEB tox,HIF-2a block,TROY signal inh,NR2E3 ag-2,CF NFkB block
CCc1noc(C)c1C(=O)Nc1cc(S(=O)(=O)N2CCOCC2)ccc1OC(C)C,2,-16,0,-9,-11,6,-7,-2,1,2,-10
CCNC(=O)C1CCCN(C(=O)c2ccc3ccccc3c2)CC1 (stereo not drawn),nt,9,nt,-13,-6,4,2,-4,-1,11,-2
CSC1=N/C(=C\c2ccc(F)cc2)C(=O)S1,-3,2,4,2,-7,1,5,15,21,6,-5
CCOC(=O)CSc1nc(COc2ccccc2)nc2ccccc12,1,3,8,15,6,12,3,9,-18,-25,1

# The whole of this part, repeating the preview:
SMILES,NR2E3 ag-1,C8 TRAIL sens,TRPM1 prom inh,Shn3 3UTR inh,TWEAK Fn14 block,Peg3 prom inh,KKLEB tox,HIF-2a block,TROY signal inh,NR2E3 ag-2,CF NFkB block
CCc1noc(C)c1C(=O)Nc1cc(S(=O)(=O)N2CCOCC2)ccc1OC(C)C,2,-16,0,-9,-11,6,-7,-2,1,2,-10
CCNC(=O)C1CCCN(C(=O)c2ccc3ccccc3c2)CC1 (stereo not drawn),nt,9,nt,-13,-6,4,2,-4,-1,11,-2
CSC1=N/C(=C\c2ccc(F)cc2)C(=O)S1,-3,2,4,2,-7,1,5,15,21,6,-5
CCOC(=O)CSc1nc(COc2ccccc2)nc2ccccc12,1,3,8,15,6,12,3,9,-18,-25,1
Cn1cc(S(=O)(=O)Nc2cccc(F)c2)c(=O)n(C)c1=O,-1,5,nt,-13,6,-4,5,-5,-4,7,-15
CCCC[C@H]1COCCS(=O)(=O)N1Cc1ccc(Br)cc1,2,-1,2,-14,5,19,-1,15,-3,-1,11
C(=N\N1CCOCC1)/c1nc(-c2ccccc2)n2ccccc12,-6,-16,-4,9,4,4,2,6,-8,-24,6
CCCCSc1nc2sc3c(c2c(=O)[nH]1)CC(C)(CC)OC3 (stereo not drawn),-2,11,-13,-14,-7,-3,-3,-7,6,-1,2
C/C(CCC1CC(C)OC1=O)=N/Nc1nc(-c2ccccc2)cs1 (stereo not drawn),-3,1,4,-24,35,-16,8,-79,-11,-13,-32
O=C(Nc1cccc(NC(=O)c2cccs2)c1)c1ccc2c(c1)OCCO2,0,25,-37,-3,-27,-109,12,-113,-14,-8,-10
CN1C(=O)OC(C)(CCc2ccccc2)C1(C)O (stereo not drawn),2,12,-1,-5,7,15,-5,9,-11,15,-6
COc1ccc(NC(=O)CN(C)C(C)C(=O)N2CCCCC2)cc1 (stereo not drawn),-2,3,-8,-15,10,5,12,19,-16,1,-7
CCn1c(SCC(=O)NCc2ccco2)nnc1C(C)C,1,-5,2,5,0,-1,-1,0,4,-8,-1
COc1cc(NC(=O)c2ccccc2Cl)ccc1NC(=O)c1ccco1,1,14,-91,-103,-3,-310,5,-298,-75,-155,-9
COc1ccc(/C=C/C(=O)NCCCn2ccnc2)cc1,1,9,1,-9,-12,-10,2,-1,-11,-15,-1
CCn1c(SCC(=O)NCc2ccco2)nc2ccccc2c1=O,-1,-13,4,3,1,-8,9,17,3,-7,0
CC1Cc2nc(SCC(=O)NCc3ccccc3)n(Cc3ccccc3)c(=O)c2S1 (stereo not drawn),-4,-15,-2,-4,-52,-14,11,-36,-11,-11,-37
CCS(=O)(=O)c1ccc(O)c(NC(=O)COc2ccc(Cl)cc2)c1,2,-2,-9,-16,-5,-12,1,-21,-17,-24,3
COC(=O)c1ccc(NC(=O)Cc2ccc(C)cc2)cc1,3,6,-5,-29,-9,-31,-4,-19,1,-24,2
Cc1ccccc1NC(=O)COC(=O)C1C2CC3OC(=O)C1C3C2 (stereo not drawn),3,1,6,-3,-14,16,-9,13,10,25,8
O=C(CC1SC(=O)NC1=O)Oc1ccc(/C=N/NC(=O)c2ccccc2O)cc1 (stereo not drawn),-1,31,-13,-11,-7,-34,10,-65,-29,-16,-20
CC(=O)Nc1ccc(C(=O)N2CCCC(c3cc(C(=O)Nc4ccccc4Cl)no3)C2)cc1 (stereo not drawn),nt,2,nt,-4,-8,-28,10,-45,4,-5,7
COc1ccc(NC(=O)c2cc(C)on2)cc1OC,-2,-4,1,-15,-8,-25,-4,-64,-11,-19,-5
CC1(C(=O)NS(=O)(=O)Cc2ccccc2C(F)(F)F)CCN1C(=O)c1ccccc1 (stereo not drawn),nt,-4,nt,14,-30,20,12,1,13,9,13
Cc1cc(C(=O)COC(=O)c2ccc(F)cc2)c(C)n1C,nt,11,-42,-48,27,-208,0,-134,-34,-137,2
CCc1noc(C)c1C(=O)NNC(=O)c1ccccc1,3,-18,2,2,4,18,-19,-8,-9,-8,-2
COC(=O)CCC(=O)Nc1ccc(Br)cc1,-1,-8,13,-19,9,10,4,19,15,0,2
CCOc1ccc(S(=O)(=O)Nc2nc3ccccc3nc2Cl)cc1,3,6,11,2,12,20,2,2,-1,5,12
O=C(Nc1ccccc1)c1ccc2nsnc2c1,7,4,-24,-16,5,-97,-6,-162,-31,-18,7
CC(C)(C)[C@H]1C=C(C(=O)N2CCOCC2)O[C@@H](OCCCCO)C1,-2,-12,nt,-12,12,4,-3,9,-11,11,-4

# A draw from above in order of number of heavy atoms, largest number first:
SMILES,NR2E3 ag-1,C8 TRAIL sens,TRPM1 prom inh,Shn3 3UTR inh,TWEAK Fn14 block,Peg3 prom inh,KKLEB tox,HIF-2a block,TROY signal inh,NR2E3 ag-2,CF NFkB block
CCn1c(SCC(=O)NCc2ccco2)nc2ccccc2c1=O,-1,-13,4,3,1,-8,9,17,3,-7,0
COc1ccc(NC(=O)c2cc(C)on2)cc1OC,-2,-4,1,-15,-8,-25,-4,-64,-11,-19,-5
CSC1=N/C(=C\c2ccc(F)cc2)C(=O)S1,-3,2,4,2,-7,1,5,15,21,6,-5

# Further compounds follow.
SMILES,NR2E3 ag-1,C8 TRAIL sens,TRPM1 prom inh,Shn3 3UTR inh,TWEAK Fn14 block,Peg3 prom inh,KKLEB tox,HIF-2a block,TROY signal inh,NR2E3 ag-2,CF NFkB block
O=C(Nc1ccccc1C(=O)N1CCN(c2cccc(Cl)c2)CC1)C1=CSCCO1,1,-21,8,-8,0,17,-12,9,-2,22,6
O=C(NC(=S)NC1CCN(Cc2ccccc2)CC1)c1ccc(F)cc1,-1,8,15,-1,-2,14,6,17,-4,7,-3
Cc1cc(C)n(-c2ccc(S(=O)(=O)N3CCOCC3)cc2[N+](=O)[O-])n1,2,-6,8,-13,-22,-65,14,-29,-1,-2,-21
CCCCC(CC)COC(=O)c1ccc(N(C)C)cc1 (stereo not drawn),1,-11,-4,-27,-17,-15,12,-36,-7,3,-9
Cc1ccc(NC(=O)CN(C)C(=O)c2cccc(S(=O)(=O)NCc3ccco3)c2)cc1,0,6,6,8,-6,9,8,-6,1,-19,13
COc1ccc(CN(C)CC(=O)Nc2ccccc2C(=O)NC2CC2)cc1OC,5,-20,-8,-17,-10,14,-8,12,-13,-2,9
Cc1ccc(NC(=O)c2nc[nH]c2C(=O)Nc2ccc(C)cc2)cc1,-2,-1,-19,-2,-9,23,15,19,-12,-4,0
O=S(=O)(Nc1ccc2ccccc2c1)N1CCCCC1,nt,2,1,1,7,1,-1,-55,-10,-17,15
C=CCOc1ccc(C=CC(=O)c2c(O)c(OC)c(OC)c(OC)c2OC)cc1,nt,-5,6,2,31,32,10,-12,25,30,-33
CCCOc1ccc(C(=O)c2ccccc2C(=O)O)cc1OCCC,2,2,0,10,-16,5,9,19,-10,-11,-11
COc1nccnc1NS(=O)(=O)c1ccc(NCc2cc(Br)ccc2O)cc1,-6,0,-65,-73,-21,-145,-1,-164,-53,-53,1
CC(=O)Nc1cccc(-c2cnc(NC(C)=O)cn2)c1,nt,2,nt,-6,-12,-69,10,-76,-32,-29,-12
COc1ccccc1NS(=O)(=O)c1ccc(NC(=O)c2ccccn2)cc1,nt,13,2,32,4,16,-5,-1,7,-16,20
COC(=O)C(C)Sc1ncnc2c1nnn2-c1ccc(F)cc1 (stereo not drawn),1,-2,-10,-52,32,-41,-1,-55,9,-86,4
CCn1c(=O)cc(SCC(=O)Nc2cccc(C)n2)c2ccccc21,-5,-6,-3,9,-5,4,9,-38,27,-1,-12
COc1cccc(Cn2cnc3c(N)c(C)c(C)cc32)c1,2,6,5,16,17,0,3,-5,8,13,8
CCN(C(=O)c1ccc(S(=O)(=O)N2CCC(C)CC2)cc1)C1CCS(=O)(=O)C1 (stereo not drawn),2,-20,1,-2,1,-25,31,-10,5,6,-24
O=C(NC1CCCC1)c1ccc(CS(=O)(=O)c2cccc(C(F)(F)F)c2)o1,4,-27,-2,9,16,6,-22,5,13,2,0
Cc1ccc(C(=O)NC(C)(COc2nonc2C)COc2nonc2C)cc1,3,26,-89,17,-14,-252,-1,-3,-12,-9,-3
CCCCOCCCNC(=S)Nc1ccc(S(=O)(=O)N2CCOCC2)cc1,0,-3,0,10,-3,13,8,11,17,6,-20
O=C(CNS(=O)(=O)c1ccc2ccccc2c1)OCC(=O)c1ccc(Br)s1,17,-17,0,4,6,8,0,13,1,-9,-2
O=C(CCC(=O)N1CCOc2ccc(Cl)cc21)NCCCN1CCN(Cc2ccccc2)CC1,3,-8,nt,-4,8,18,25,5,2,-9,-18
CCOc1ccc(NC(c2ccccn2)c2oc(CO)cc(=O)c2O)cc1 (stereo not drawn),-1,-3,-55,-57,8,-232,-11,-194,-64,-72,5
